SRC3 TRFRET art: flags TR-FRET format artefacts in PPARgamma SRC-3 recruitment agonist screen; TR-FRET ratio at 8 µM; AID 1048; TR-FRET artefact counter-screen, PPARgamma/SRC-3 format; active compounds read high; actives 0.39% (n = 99,000); in the data active means TR-FRET ratio above about 2000; further: inactives centre near 1600; reference of the scale not given here
SRC1 TRFRET art: flags TR-FRET format artefacts in PPARgamma SRC-1 recruitment agonist screen | actives 0.34% (n = 99,000) | TR-FRET ratio at 8 µM | TR-FRET detection artefact counter-screen, emission ratio; active compounds read high; in the data active means TR-FRET ratio above about 2300; further: inactives centre near 1800; reference of the scale not given here
Active calls of the source: *. Only part of the results is shown, so the mix of outcomes need not match the whole.

O=S1(=O)CCC(NC(=S)Nc2ccc(Cl)cc2)C1 (centres undefined) was read as SRC3 TRFRET art 1366 and SRC1 TRFRET art 1565.
`CC(=O)Oc1cccc(C(=O)Nc2c[nH]c(=O)[nH]c2=O)c1` gave SRC3 TRFRET art 1509 and SRC1 TRFRET art 1806.
For CCOc1ccc(C(C)=O)cc1CSC(=N)N the results were SRC3 TRFRET art 1443 and SRC1 TRFRET art 1838.
Screening Cc1ccc(C)c(NC(=O)Cn2nnc(-c3ccc(N4CCOCC4)cc3)n2)c1 returned SRC3 TRFRET art 1577 and SRC1 TRFRET art 1707.
CCOc1ccccc1CN1CCC(CO)(CCOc2ccccc2)CC1 was read as SRC3 TRFRET art 1378 and SRC1 TRFRET art 1682.
Cc1ccc(NC(=O)Nc2cc(Cl)ccc2C2COC(=O)C2=N)cc1 (centres undefined) was read as SRC3 TRFRET art 1610 and SRC1 TRFRET art 1734.
Screening COc1ccc(CCNC(=O)CCCn2c(SCC(N)=O)nc3cc4c(cc3c2=O)OCO4)cc1OC returned SRC3 TRFRET art 1506 and SRC1 TRFRET art 1617.
Cc1c(Cl)c([N+](=O)[O-])nn1CCCC(=O)Nc1cccc(O)c1 was read as SRC3 TRFRET art 1815 and SRC1 TRFRET art 1913.
Cc1ccccc1N1CC(C(=O)O)CC1=O (centres undefined) was read as SRC3 TRFRET art 1596 and SRC1 TRFRET art 1974.
Screening Cc1ccc(NC(=O)CSc2nnc(-c3ccco3)o2)cc1 returned SRC3 TRFRET art 1826 and SRC1 TRFRET art 1945.
`C=CCNC(=O)/C(C#N)=C/c1c(N2CC(C)OC(C)C2)nc2ccccn2c1=O` (centres undefined) gave SRC3 TRFRET art 1473 and SRC1 TRFRET art 1724.
COc1ccc2[nH]c(C)c(CCNC(=S)Nc3cccc(C)c3C)c2c1 was read as SRC3 TRFRET art 1622 and SRC1 TRFRET art 1725.
For CCOC(=O)CSc1nc2c(sc(=S)n2-c2ccc(OCC)cc2)c(=O)[nH]1 the results were SRC3 TRFRET art 1398 and SRC1 TRFRET art 1772.
COc1ccc(N2CCN(c3ccc(Cl)nn3)CC2)cc1 was read as SRC3 TRFRET art 1658 and SRC1 TRFRET art 1674.
`CC1=C(C)CC(C(=O)NNC(=O)c2cccc(Cl)c2)C(C(=O)O)C1` (centres undefined) gave SRC3 TRFRET art 1487 and SRC1 TRFRET art 1639.
For Cc1c(C(=O)NCCn2ccc3ccccc32)cccc1[N+](=O)[O-] the results were SRC3 TRFRET art 1366 and SRC1 TRFRET art 1734.
For O=C(CC(C(=O)O)P(=O)(c1ccccc1)c1ccccc1)c1ccccc1 (centres undefined) the results were SRC3 TRFRET art 1444 and SRC1 TRFRET art 1874.
For O=C(CCSCCc1ccccn1)Nc1cc(F)ccc1F the results were SRC3 TRFRET art 1533 and SRC1 TRFRET art 1671.
`CCOCCCNC(=S)N1CCN(Cc2ccco2)CC1` gave SRC3 TRFRET art 1473 and SRC1 TRFRET art 1564.
`CN(c1ccccc1)S(=O)(=O)c1cc(C(=O)Nc2nc3ccccc3[nH]2)ccc1Cl` gave SRC3 TRFRET art 1718 and SRC1 TRFRET art 1881.
CCCCOc1ccc(N(CC(=O)NC(C)(C)CC)C(=O)CCC(=O)Nc2ccccn2)cc1 was read as SRC3 TRFRET art 1592 and SRC1 TRFRET art 1593.
`CCN(CC)S(=O)(=O)c1ccc(NC(=O)c2cccc3c2C(=O)N(CCOC)C3)cc1` gave SRC3 TRFRET art 1634 and SRC1 TRFRET art 1678.
Cc1c(F)cccc1NS(=O)(=O)c1ccc2c(c1)c(=O)n(C)c(=O)n2C was read as SRC3 TRFRET art 1594 and SRC1 TRFRET art 1958.
For CCn1cc([N+](=O)[O-])c(C(=O)Nc2c(C)nn(Cc3cccc(F)c3)c2C)n1 the results were SRC3 TRFRET art 1594 and SRC1 TRFRET art 1821.
Screening CNC(=S)N/N=C(\C)c1cccc([N+](=O)[O-])c1 returned SRC3 TRFRET art 1665 and SRC1 TRFRET art 1622.
Screening COc1ccccc1NC(=O)CN1CC(=O)Nc2ccccc21 returned SRC3 TRFRET art 1502 and SRC1 TRFRET art 1407.
CCC(C)N1CNc2c(c(=O)[nH]c(=S)n2-c2cccc(C)c2)C1 (centres undefined) was read as SRC3 TRFRET art 1558 and SRC1 TRFRET art 1614.
For CCN(CC)S(=O)(=O)c1cc(NS(=O)(=O)c2c(Cl)cccc2Cl)ccc1C the results were SRC3 TRFRET art 1821 and SRC1 TRFRET art 1686.
Screening COCCCN(CC(=O)Nc1ccc(N2CCOCC2)cc1)S(=O)(=O)c1ccccc1 returned SRC3 TRFRET art 1502 and SRC1 TRFRET art 1955.
CC(=O)c1ccc(NC(=O)N2CCCC(C(=O)c3ccc4c(c3)OCO4)C2)cc1 (centres undefined) was read as SRC3 TRFRET art 1565 and SRC1 TRFRET art 1894.
For CN(C(=O)COC(=O)c1cn(-c2ccccc2)nc1-c1ccccc1)C1CCS(=O)(=O)C1 (centres undefined) the results were SRC3 TRFRET art 1537 and SRC1 TRFRET art 1908.
`CCOC(=O)c1cc(CC)sc1NC(=O)c1ccc([N+](=O)[O-])c(N2CCOCC2)c1` gave SRC3 TRFRET art 1530 and SRC1 TRFRET art 1874.
For Cc1nn(-c2ccccc2)c(C)c1/C=C/C(=O)OC(C)C(N)=O (centres undefined) the results were SRC3 TRFRET art 1426 and SRC1 TRFRET art 1772.
For O=C(Nc1ccc(N2CCN(C(=O)c3ccco3)CC2)cc1)c1ccco1 the results were SRC3 TRFRET art 1513 and SRC1 TRFRET art 1568.
For Nc1cc(-c2cccc(Br)c2)nn1Cc1ccccc1 the results were SRC3 TRFRET art 1714 and SRC1 TRFRET art 2131.
For CC1CCCCN1S(=O)(=O)c1ccc(N(C(=O)c2cnccn2)C(C(=O)NC2CCCCC2)c2cccs2)cc1 (centres undefined) the results were SRC3 TRFRET art 1713 and SRC1 TRFRET art 1768.
Screening COc1cc(NC(=O)c2ccnn2C)c(OC)cc1Cl returned SRC3 TRFRET art 1525 and SRC1 TRFRET art 1854.
`CCCCOC(=O)c1ccc(NC(=O)c2ccccc2OC)cc1` gave SRC3 TRFRET art 1816 and SRC1 TRFRET art 1748.
For COc1ccc(CCN2C(=O)N(c3ccc(OC)cc3)C(=O)C2CC(=O)Nc2ccccc2)cc1 (centres undefined) the results were SRC3 TRFRET art 1608 and SRC1 TRFRET art 1964.
`Cc1ccc(Oc2ncnc(N)c2[N+](=O)[O-])cc1C` gave SRC3 TRFRET art 1661 and SRC1 TRFRET art 1791.
For COc1ccccc1NS(=O)(=O)c1cc(C(=O)NCCC(C)C)ccc1F the results were SRC3 TRFRET art 1733 and SRC1 TRFRET art 1850.
COc1ccc(CNC(=O)c2sc3nc4c(c(C(F)(F)F)c3c2N)CCC4)cc1OC was read as SRC3 TRFRET art 1660 and SRC1 TRFRET art 1497.
`O=C(CCNC(=O)c1ccccc1)OCC(=O)c1cccc(Cl)c1` gave SRC3 TRFRET art 1291 and SRC1 TRFRET art 1945.
Screening CC(=O)c1sc(-c2ccccc2)nc1C returned SRC3 TRFRET art 1592 and SRC1 TRFRET art 1718.
Screening O=[N+]([O-])c1ccc(-n2nnnc2-c2ccccc2)c([N+](=O)[O-])c1 returned SRC3 TRFRET art 1759 and SRC1 TRFRET art 1753.
`COCCNC(=S)N/N=C/c1c(C)[nH]c2ccccc12` gave SRC3 TRFRET art 1572 and SRC1 TRFRET art 1652.
`COc1ccc(N2CCN(C(=O)C3CCC(Cn4c(=S)[nH]c5ccccc5c4=O)CC3)CC2)cc1` (centres undefined) gave SRC3 TRFRET art 2014 and SRC1 TRFRET art 1859.
`O=C(C1CCCC1)N1CCC(CO)(Cc2ccccc2Cl)CC1` gave SRC3 TRFRET art 1785 and SRC1 TRFRET art 1841.
For CCOC(=O)C(=O)Nc1ccccc1C(=O)OC the results were SRC3 TRFRET art 1447 and SRC1 TRFRET art 1608.
Screening Cc1ccc(NC(=O)CCn2nnc3ccccc32)c(C)c1 returned SRC3 TRFRET art 1452 and SRC1 TRFRET art 1918.
N#C/C(=C\c1c(N2CCCCCC2)nc2ccccn2c1=O)C(=O)NC1CCS(=O)(=O)C1 (centres undefined) was read as SRC3 TRFRET art 1527 and SRC1 TRFRET art 1575.
For COc1cccc(CN2CCCCC2C(=O)O)c1 (centres undefined) the results were SRC3 TRFRET art 1628 and SRC1 TRFRET art 1940.
For O=C(CCCC(=O)NCC1CCCO1)NCC1CCCO1 (centres undefined) the results were SRC3 TRFRET art 1302 and SRC1 TRFRET art 1641.
Screening C#CCNC(=O)C1=C[C@@H](C2CC2)[C@H](CCCO)[C@@H](OCC)O1 returned SRC3 TRFRET art 1346 and SRC1 TRFRET art 1406.
Screening CC(C)Cn1c(SCC(=O)NCc2ccco2)nnc1-c1ccncc1 returned SRC3 TRFRET art 1536 and SRC1 TRFRET art 2299.
Screening CC1(C)CC(=O)C([N+](=O)[O-])=C(NCCCC(=O)O)C1 returned SRC3 TRFRET art 1144 and SRC1 TRFRET art 1591.
CCCCNCCOc1ccccc1-c1ccccc1 was read as SRC3 TRFRET art 1588 and SRC1 TRFRET art 1612.
`C=CCn1c(-c2cccnc2Cl)nc2ccccc21` gave SRC3 TRFRET art 1517 and SRC1 TRFRET art 1897.
`Cn1c(-c2cccc([N+](=O)[O-])c2)cnc1NCc1cccc([N+](=O)[O-])c1` gave SRC3 TRFRET art 1623 and SRC1 TRFRET art 1798.
For COc1ccc(CNC(=O)CSc2nc3[nH]ncc3c(=O)n2-c2ccccc2Br)cc1 the results were SRC3 TRFRET art 1430 and SRC1 TRFRET art 1723.

Overlap with the part before: 7 entries, then new ones.
Screening C#CCNC(=O)C1=C[C@@H](C2CC2)[C@H](CCCO)[C@@H](OCC)O1 returned SRC3 TRFRET art 1346 and SRC1 TRFRET art 1406.
Screening CC(C)Cn1c(SCC(=O)NCc2ccco2)nnc1-c1ccncc1 returned SRC3 TRFRET art 1536 and SRC1 TRFRET art 2299.
Screening CC1(C)CC(=O)C([N+](=O)[O-])=C(NCCCC(=O)O)C1 returned SRC3 TRFRET art 1144 and SRC1 TRFRET art 1591.
CCCCNCCOc1ccccc1-c1ccccc1 was read as SRC3 TRFRET art 1588 and SRC1 TRFRET art 1612.
`C=CCn1c(-c2cccnc2Cl)nc2ccccc21` gave SRC3 TRFRET art 1517 and SRC1 TRFRET art 1897.
`Cn1c(-c2cccc([N+](=O)[O-])c2)cnc1NCc1cccc([N+](=O)[O-])c1` gave SRC3 TRFRET art 1623 and SRC1 TRFRET art 1798.
For COc1ccc(CNC(=O)CSc2nc3[nH]ncc3c(=O)n2-c2ccccc2Br)cc1 the results were SRC3 TRFRET art 1430 and SRC1 TRFRET art 1723.
Screening CC(=O)N1CCN(c2ccccc2NC(=O)c2ccc(C#N)cc2F)CC1 returned SRC3 TRFRET art 1499 and SRC1 TRFRET art 1655.
`O=C(Nc1nc2ccccc2[nH]1)c1cccc([N+](=O)[O-])c1` gave SRC3 TRFRET art 1551 and SRC1 TRFRET art 1793.
CCN1CCc2c(OCC(=O)Nc3ccc4c(c3)OCCO4)cccc2C1=O was read as SRC3 TRFRET art 1870 and SRC1 TRFRET art 1803.
Screening O=C(Nc1nc(-c2ccccc2)c(C(=O)c2ccccc2)s1)c1ccc(S(=O)(=O)N2CCCC2)cc1 returned SRC3 TRFRET art 1638 and SRC1 TRFRET art 2167.
`O=C(CSc1ccncc1)Nc1ccc2ccccc2c1` gave SRC3 TRFRET art 1487 and SRC1 TRFRET art 1453.
CC(NC(=O)CNC(=O)C(Cc1ccccc1)NC(=O)OCc1ccccc1)C(N)=O (centres undefined) was read as SRC3 TRFRET art 1480 and SRC1 TRFRET art 1763.
Cc1cc(F)ccc1NCC(=O)Nc1ccccc1Br was read as SRC3 TRFRET art 1577 and SRC1 TRFRET art 1770.
For NNC(=O)/C(=C\c1cccs1)NC(=O)c1ccccc1 the results were SRC3 TRFRET art 1703 and SRC1 TRFRET art 2051.
Screening Cc1cccc(NC(=O)Cn2nc([N+](=O)[O-])c(Br)c2C)n1 returned SRC3 TRFRET art 1465 and SRC1 TRFRET art 1777.
`CCOC(=O)CSc1nnc(NC(=O)c2cc([N+](=O)[O-])cc([N+](=O)[O-])c2)s1` gave SRC3 TRFRET art 1718 and SRC1 TRFRET art 1907.
For N#C/C(=C/c1cc[nH]c1)C(N)=S the results were SRC3 TRFRET art 1582 and SRC1 TRFRET art 1552.
For CCn1c(SCC(=O)N/N=C/c2ccc(O)c(OC)c2)nc2ccccc21 the results were SRC3 TRFRET art 1513 and SRC1 TRFRET art 1868.
For COc1cccc(NC(=O)Cn2c(CCC(=O)O)ccc2-c2ccc(C)cc2)c1 the results were SRC3 TRFRET art 1368 and SRC1 TRFRET art 1527.
NC(Cc1ccc(Oc2ccc(O)cc2)cc1)C(=O)O (centres undefined) was read as SRC3 TRFRET art 1741 and SRC1 TRFRET art 1716.
`N#C/C(=C/c1ccccc1[N+](=O)[O-])C(=O)NCc1ccco1` gave SRC3 TRFRET art 1740 and SRC1 TRFRET art 1965.
For COc1ccc(NC(=O)Nc2cc(C)ccc2F)cc1OC the results were SRC3 TRFRET art 1567 and SRC1 TRFRET art 1665.
`COC(=O)C1=C(C)NC(=O)CC1c1ccccc1OC` (centres undefined) gave SRC3 TRFRET art 1393 and SRC1 TRFRET art 2055.
For O=S(=O)(NC1CC1)c1ccc2c3c(cccc13)CC2 the results were SRC3 TRFRET art 1556 and SRC1 TRFRET art 1777.

Four entries drawn at random from the list so far:
For O=S(=O)(NC1CC1)c1ccc2c3c(cccc13)CC2 the results were SRC3 TRFRET art 1556 and SRC1 TRFRET art 1777.
For COc1cccc(NC(=O)Cn2c(CCC(=O)O)ccc2-c2ccc(C)cc2)c1 the results were SRC3 TRFRET art 1368 and SRC1 TRFRET art 1527.
For COc1ccc(NC(=O)Nc2cc(C)ccc2F)cc1OC the results were SRC3 TRFRET art 1567 and SRC1 TRFRET art 1665.
NC(Cc1ccc(Oc2ccc(O)cc2)cc1)C(=O)O (centres undefined) was read as SRC3 TRFRET art 1741 and SRC1 TRFRET art 1716.

High-throughput results: PubChem BioAssay, The Scripps Research Institute Molecular Screening Center
